Bioassay records (PubChem BioAssay)
H9c2 protect: protects H9c2 cardiomyocytes from peroxide injury; H2O2 injury protection, ATPLite, 2 h; protection from H2O2 cell death, % at 20 µM; 0.63% of 360,000 active; AID 588492;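 active = compounds giving at least 50% protection of heart cells from peroxide-induced death in the single-dose screen, raw or plate-pattern-corrected value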;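 note: 0% = DMSO wells with peroxide and 100% = DMSO wells without peroxide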
m5-HT2A agonist: mouse HTR2A agonism via beta-arrestin recruitment; activation, % at 7.6 µM; P35363; CHO-K1 mHTR2A beta-arrestin complementation, luminescence; percent of 30 µM serotonin response; 0.66% of 360,000 active;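 active = activation above a run cutoff, the mean activation of all tested compounds plus 3 SD, cut at about 14% in these data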;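 note: 0% = plate median of compound wells and 100% = 30 µM serotonin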
Target sequence (P35363 whole entry, looked up): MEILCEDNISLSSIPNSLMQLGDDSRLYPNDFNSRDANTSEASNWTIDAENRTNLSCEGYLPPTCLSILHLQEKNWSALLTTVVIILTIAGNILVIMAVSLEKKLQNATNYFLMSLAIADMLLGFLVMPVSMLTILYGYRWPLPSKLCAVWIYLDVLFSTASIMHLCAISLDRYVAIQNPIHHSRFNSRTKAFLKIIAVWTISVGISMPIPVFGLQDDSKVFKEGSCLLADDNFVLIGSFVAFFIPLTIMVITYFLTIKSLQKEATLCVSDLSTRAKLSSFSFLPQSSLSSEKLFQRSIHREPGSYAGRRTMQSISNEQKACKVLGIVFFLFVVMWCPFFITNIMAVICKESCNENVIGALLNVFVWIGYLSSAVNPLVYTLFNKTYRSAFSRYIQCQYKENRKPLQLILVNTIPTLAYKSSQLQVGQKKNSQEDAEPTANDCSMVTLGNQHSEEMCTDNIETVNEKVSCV
PDI inh: blocks human protein disulfide isomerase activity; P07237; PDI insulin aggregation turbidity, A650, 90 min; inhibition, % at 10 µM; 0.052% of 350,000 active; AID 588391;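 active = mean inhibition across replicates of 30% or more, whatever share of single replicates reach that level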;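 note: absorbance from insulin aggregation driven by PDI reduction with DTT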
Target sequence (P07237 whole entry, looked up): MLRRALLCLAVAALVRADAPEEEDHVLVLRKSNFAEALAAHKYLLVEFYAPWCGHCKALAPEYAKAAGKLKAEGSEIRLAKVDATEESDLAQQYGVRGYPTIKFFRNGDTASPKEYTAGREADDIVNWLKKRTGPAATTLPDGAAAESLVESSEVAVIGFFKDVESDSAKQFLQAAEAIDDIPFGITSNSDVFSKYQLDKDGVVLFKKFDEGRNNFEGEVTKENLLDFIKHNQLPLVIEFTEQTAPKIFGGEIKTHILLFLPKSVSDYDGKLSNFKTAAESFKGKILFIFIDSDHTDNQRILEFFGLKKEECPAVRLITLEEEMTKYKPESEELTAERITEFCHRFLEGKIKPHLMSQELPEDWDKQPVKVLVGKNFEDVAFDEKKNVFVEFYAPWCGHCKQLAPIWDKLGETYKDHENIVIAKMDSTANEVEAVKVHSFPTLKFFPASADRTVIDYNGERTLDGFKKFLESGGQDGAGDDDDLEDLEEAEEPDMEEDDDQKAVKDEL
MC4R antag cAMP: human MC4R antagonism in cAMP assay; inhibition, % at 6.5 µM; MC4R-expressing cells, MTII-stimulated cAMP, LANCE TR-FRET; 0.48% of 360,000 active; AID 540295;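 active = inhibition above its plate's cutoff, the mean of tested wells on that plate plus 3 SD, cut at about 29% in these data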;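 note: 0% = Melanotan II alone and 100% = Melanotan II plus saturating MCL0020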
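Material: U2OS-MC4R stable cell line | Reagent: Melanotan II challenge after compound preincubation | Doses: One concentration, 6.5 µM nominal | Incubation: 30-min compound preincubation, 1-h Melanotan II challenge, 1-h detection, room temperature | Signal: TR-FRET cAMP assay | Replicates: One well per compound, no replicates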
Granule exo inh: blocks lytic granule exocytosis | TALL-104 LAMP-1 surface exposure, flow cytometry; cells stimulated with thapsigargin and PMA | inhibition, % at 10 µM | 0.66% of 360,000 active;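 active = inhibition above about 55%, limit read from the data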
ABHD5 PLIN5 PPI: blocks binding of human ABHD5 to perilipin-5. Q00G26+Q8WTS1. 0.78% of 360,000 active. Split G. princeps luciferase complementation, luminescence, 4 h. AID 602281. inhibition, % at 4 µM;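 active = inhibition above the mean inhibition across every tested compound plus 3 SD, cut at about 22% in these data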;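 note: 0% = DMSO only wells and the 100% control is not disclosed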
ABCB6 inh 2: inhibitors of human ABC transporter ABCB6; K562-ABCB6 porphyrin accumulation, flow cytometry, 1 h; stronger effect = lower value; fluorescence ratio to DMSO, % at 10 µM; 0.19% of 360,000 active; AID 602162;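 active = fluorescence ratio to DMSO below 75%, the collection mean minus 3 SD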;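 note: signal is porphyrin accumulated inside mitochondria; 100% equals median channel fluorescence of DMSO control wells; lower ratio means ABCB6 inhibition with less porphyrin fluorescence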
MC4R barr agon: agonists of human melanocortin 4 receptor (MC4R) beta-arrestin; U2OS MC4R beta-arrestin complementation, luminescence; percent of melanotan II response, DMSO zero; 0.98% of 360,000 active; P32245; activation, % at 8.9 µM;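 active = activation above a per-plate cutoff, the mean activation of sample wells on that plate plus 3 SD, cut at about 8% in these data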
CaV13 FRET inh: Disruptors of the CACNA1D IQ motif to Ca2+-dependent inactivation inhibitor domain association, primary screening, Förster resonance energy transfer in intact living …. HEK cells, CFP/YFP FRET ICDI-IQ, plate reader, 10 min; percent FRET-ratio fall versus neutral wells. AID 743397. 0.098% of 340,000 active. inhibition, % at 12.3 µM;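 active = mean replicate inhibition of at least 30% and at least 1% of replicates passing that level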;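 note: 0% = median of the neutral control wells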
Glyco luc inh: blocks N-linked glycosylation in D54 reporter cells; D54 ERlucT glycosylation luciferase reporter, 24 h; percent of 100 nM tunicamycin response; reporter increase, % at 12.5 µM; 0.23% of 360,000 active; AID 588692;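 active = mean luciferase reporter signal, scaled so untreated is 0 and the glycosylation-blocking control 100, at or above a set limit in every replicate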;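 note: luciferase carries N-glycosylation sites so blocking glycosylation raises the light; 0% = median of neutral control wells and 100% = median of 100 nM tunicamycin wells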
Active calls of the source: *; . = no result given.

| smiles | H9c2 protect | ABCB6 inh 2 | CaV13 FRET inh | MC4R barr agon | Granule exo inh | MC4R antag cAMP | m5-HT2A agonist | PDI inh | ABHD5 PLIN5 PPI | Glyco luc inh |
| --- | --- | --- | --- | --- | --- | --- | --- | --- | --- | --- |
| O=C(NCCCc1nc2ccccc2[nH]1)c1cccs1 | -4.4 | 93.0 | -7.9 | -1.2 | -0.7 | 11.0 | -4.6 | -7.6 | -1.3 | 1.5 |
| [O-][n+]1cc(Cl)cc(Cl)c1 | -0.5 | 102.0 | -3.7 | -1.4 | -8.1 | 1.4 | 2.6 | -6.8 | 1.9 | 2.2 |
| O=C(c1nc2ccccn2c1CN1CCCC(O)C1)N1CCN(C2CCCCC2)CC1 (configuration not stated) | 1.2 | 100.0 | -5.7 | 0.1 | -11.5 | 0.6 | 0.1 | 14.5 | 1.6 | 0.2 |
| Cc1ccc(CN(C)C[C@@H]2OCc3cnnn3CCCC(=O)N([C@H](C)CO)C[C@H]2C)cc1 | 2.2 | 104.0 | . | 1.2 | -6.2 | -0.3 | 6.0 | 1.3 | -3.2 | 1.2 |
| N#Cc1cc([N+](=O)[O-])ccc1NC(=O)COC(=O)C1CCC(=O)N1 (configuration not stated) | 14.5 | 95.0 | . | -2.0 | 1.2 | -7.8 | -4.9 | 24.4 | 2.6 | 1.3 |
| CCOC(=O)/C=C1\Nc2ccccc2OC1=O | -15.3 | 94.0 | -3.5 | -0.9 | -1.9 | 25.5 | 0.6 | -1.5 | 4.0 | 1.6 |
| CN(CC(=O)NC(=O)NCc1ccccc1)Cc1ccc(Cl)c(Cl)c1 | -5.3 | 98.0 | -4.0 | 2.4 | 0.2 | 23.7 | -0.1 | 1.2 | -7.6 | -3.1 |
| CCOc1ccc(S(=O)(=O)N(CC(=O)NCc2cccnc2)c2ccc(F)cc2)cc1 | 19.8 | 98.0 | -2.3 | -1.9 | -6.1 | 6.7 | 4.7 | 6.0 | 40.1* | 0.1 |
| O=C(N/N=C1\CCSc2ccc(F)cc21)c1cccnc1 | 26.7 | 94.0 | -4.3 | -3.7 | -1.3 | 6.1 | -5.3 | 4.6 | 2.1 | 0.2 |
| CC(=O)N1CCCc2cc(S(=O)(=O)N3CCCC(C(=O)NCc4ccccc4Cl)C3)ccc21 (configuration not stated) | -7.7 | 104.0 | -2.5 | -2.1 | -2.8 | 18.0 | -5.9 | -8.8 | 0.0 | 3.6 |
| CCCCCn1c(SCCc2ccccc2)nc2c1c(=O)[nH]c(=O)n2C | -18.0 | 100.0 | 0.5 | 0.3 | -6.0 | -0.4 | -2.5 | 5.6 | -4.8 | 0.9 |
| Cc1cc(F)ccc1NS(=O)(=O)c1c(C(=O)N2CCOCC2)c(C)n(C)c1C | -0.3 | 98.0 | -13.6 | -2.6 | -5.1 | 4.0 | 1.9 | 1.2 | 0.2 | 1.2 |
| CCOc1ccc(C(=O)/C=C/Nc2ccc(S(=O)(=O)N=C(N)N)cc2)cc1 | -7.7 | 90.0 | -5.9 | 0.9 | -1.5 | 9.9 | 1.8 | 0.2 | -2.6 | 3.0 |
| CCOc1ccc(S(=O)(=O)N2CCN(C(=S)NCc3ccco3)CC2)cc1 | -4.4 | 97.0 | -4.2 | 0.6 | -2.3 | -3.1 | -1.9 | 7.5 | 2.9 | 3.0 |
| CN1CCN(S(=O)(=O)c2cccc(C(=O)Nc3ccc(Br)cc3Br)c2)CC1 | -3.4 | 92.0 | . | -4.5 | -9.2 | -0.4 | -5.7 | 2.3 | -2.2 | -4.2 |
| CNC(=O)NC(=O)COC(=O)CCCOc1ccc(OC)cc1 | 4.4 | 96.0 | -3.7 | -0.8 | -4.6 | 11.3 | 0.2 | 5.2 | 6.6 | 0.6 |
| O=C(CN1C(=O)C(=O)N(Cc2ccccc2)C1=O)Nc1ccc(OC(F)F)cc1 | 2.6 | 97.0 | -11.1 | -1.0 | -1.9 | 1.1 | -0.1 | -0.6 | 4.0 | -0.7 |
| CCn1c(C)nnc1SCC(=O)Nc1cccc(Cl)c1 | -0.7 | 103.0 | -1.9 | -2.0 | 0.8 | -2.0 | 5.7 | -45.3 | 2.1 | 0.0 |
| CCOc1ccccc1C(=O)OCC(=O)Nc1cccc(S(=O)(=O)NC2=NCCCCC2)c1 | -11.4 | 95.0 | -4.4 | 0.2 | 4.1 | 7.0 | -4.1 | 1.5 | 12.1 | -0.3 |
| O=C(CC(c1ccccc1)c1ccccc1O)N1CCCCC1 (configuration not stated) | 4.0 | 104.0 | -2.6 | -0.4 | -0.7 | 11.7 | 8.7 | -5.1 | 3.9 | -1.0 |
| CCOC(=O)c1ccccc1N1C(=O)C2Sc3[nH]c(=O)sc3C(/C=C/c3ccccc3)C2C1=O (configuration not stated) | 3.8 | 112.0 | -21.5 | 0.7 | 9.9 | 17.1 | -3.7 | -1.3 | -18.4 | 1.7 |
| Nc1nc2c(F)cccc2s1 | 1.2 | 95.0 | -7.2 | -2.0 | 0.8 | 2.4 | 0.3 | 12.9 | 1.2 | 1.6 |
| CC(=O)OC1CC2C(C)(C)C(=O)C=CC2(C)C2CCC3(C)C(c4ccoc4)OC(=O)C4OC43C12C (configuration not stated) | -3.1 | 97.0 | . | -1.2 | -0.8 | 1.2 | -4.8 | . | 23.7* | -3.3 |
| COc1ccc(/C(C)=C(\C#N)C(=O)OC(C)C)cc1OC | -8.3 | 97.0 | -5.4 | -2.3 | 0.3 | 1.0 | -2.3 | -8.3 | 2.3 | 1.1 |
| CC1CCCN(C(=O)c2ccc(CNc3c(N4CCCCC4)c(=O)c3=O)cc2)C1 (configuration not stated) | -11.5 | 97.0 | -4.9 | -0.6 | -2.4 | 1.4 | -2.8 | 3.0 | -1.4 | -1.4 |
| CCc1ccccc1NC(=O)CNC(=O)c1cc(C2CC2)nc2c1cnn2C(C)C | 1.8 | 94.0 | -2.3 | 0.6 | -0.3 | 0.5 | 4.2 | 19.5 | 1.8 | -0.2 |
| CCCCCCNC(=O)c1c(O)c2cccc3c2n(c1=O)CCC3 | 12.4 | 103.0 | . | -1.7 | -3.7 | -0.9 | -5.5 | -0.4 | -0.1 | -1.1 |
| Cc1ccc(NC(=O)CN(C)S(=O)(=O)c2cnc[nH]2)c(C)c1 | 3.0 | 98.0 | -3.1 | 0.3 | 0.7 | -8.7 | 0.3 | -2.9 | 6.2 | 1.1 |
| Cc1ccccc1-c1nc2c(s1)CCc1onc(-c3ccc(Cl)cc3)c1-2 | -2.4 | 96.0 | -10.1 | -0.4 | -5.1 | 3.7 | -4.0 | -3.6 | -0.9 | 0.9 |
| CCOC(=O)c1cc(-c2csc(Nc3ccccc3Cl)n2)on1 | -10.9 | 106.0 | -3.6 | 0.0 | 7.3 | 27.6 | 2.5 | -1.3 | 4.5 | -0.1 |
| CC(Sc1n[nH]c(-c2ccccc2F)n1)C(=O)Nc1ccc(S(N)(=O)=O)cc1 (configuration not stated) | 3.2 | 102.0 | -2.8 | 0.6 | 19.8 | 5.3 | 7.5 | -1.6 | 4.2 | -0.1 |
| C=CCNC(=O)CN1CCC(NC(=O)c2ccco2)CC1 | -2.0 | 97.0 | -7.0 | 0.5 | 0.2 | 1.1 | 3.1 | 11.1 | -1.5 | 2.2 |
| Cc1c(NC(=O)c2ccccc2NS(=O)(=O)c2ccc(Br)cc2)c(=O)n(-c2ccccc2)n1C | -0.1 | 99.0 | . | -1.4 | 7.1 | 3.4 | -1.0 | -0.3 | 1.6 | 1.3 |
| COc1ccc(-[n+]2c(C)cc(/C=C3\Sc4ccccc4N3C)cc2C)cc1 | -27.7 | 935.0 | 34.4* | -2.2 | 60.9* | -32.1 | -0.1 | 3.9 | 17.1 | 6.7 |
| Cc1ccc2c(c1)C(c1ccccc1)N(C(=O)c1ccc(Br)o1)CC(=O)N2 (configuration not stated) | 4.2 | 98.0 | -6.0 | 1.6 | -6.8 | 12.0 | 19.2* | . | -2.0 | -2.8 |
| Cc1c(NC(=O)/C(C#N)=C/C2CC=CCC2)c(=O)n(-c2ccccc2)n1C (configuration not stated) | 10.4 | 91.0 | . | 0.0 | -0.4 | 1.7 | 3.8 | -2.7 | -5.0 | 1.5 |
| CCCOc1ccc(S(=O)(=O)n2cc(F)c(=O)[nH]c2=O)cc1 | -4.2 | 102.0 | -3.3 | -1.5 | -2.5 | 16.4 | 5.8 | 13.9 | 2.5 | -1.1 |
| O=C(COC(=O)c1cccc([N+](=O)[O-])c1)Nc1ncc(Br)s1 | -1.1 | 98.0 | -6.5 | -0.1 | -1.0 | 12.1 | -0.6 | 2.9 | 4.0 | 0.1 |
| Cc1ccc(NS(=O)(=O)c2cc(C(=O)NCCSC3CCCCC3)ccc2C)cc1 | -8.5 | 93.0 | -5.6 | 0.6 | 6.6 | 16.3 | -3.8 | 0.6 | -7.8 | -5.8 |
| Cc1ccc(C(=O)Nc2cccc(NC(=O)CN3CCCCC3)c2)cc1 | -5.7 | 96.0 | 5.0 | -1.6 | -1.0 | 6.3 | 4.9 | -6.5 | -3.6 | 2.4 |
| c1ccc(SCc2nc3ccccc3[nH]2)nc1 | -0.3 | 191.0 | 0.2 | 1.8 | 1.6 | 2.3 | 3.8 | -13.5 | -5.2 | 1.0 |
| CC12COC3(C(=O)NCCc4ccccc4)CC1CCC32C (configuration not stated) | 1.6 | 102.0 | -16.8 | 0.2 | -10.0 | -5.5 | 1.0 | 10.6 | -0.3 | -2.4 |
| Cc1ccc(SCc2nc(-c3ccncc3)no2)cc1 | -20.3 | 99.0 | . | 1.0 | 2.7 | 18.2 | -5.9 | 0.9 | -1.5 | -0.6 |
| CCN(Cc1ccccc1)S(=O)(=O)c1ccccc1Br | -18.9 | 101.0 | -6.4 | 3.2 | 5.9 | 10.3 | 0.3 | -5.9 | -1.2 | -1.2 |
| Cc1nc2ccccc2n1CCOc1ccccc1 | -5.4 | 104.0 | -1.2 | -1.8 | -1.2 | 4.5 | -2.7 | 1.2 | 0.3 | -0.4 |
| Cc1nn(-c2ccccc2)c2sc(C(=O)n3cccn3)cc12 | 1.0 | 90.0 | -4.1 | -2.4 | -4.1 | 8.7 | -3.3 | -6.0 | 3.2 | 3.0 |
| CCOC(=O)CCSc1nc(C)c2cc(OC)ccc2n1 | 5.9 | 100.0 | . | -0.7 | 2.4 | -5.5 | 3.9 | 1.4 | 0.7 | 4.6 |
| O=C(Nc1cccnc1Cl)c1cc(-c2ccc(F)cc2)on1 | -8.4 | 103.0 | -7.3 | -1.3 | 5.4 | -7.1 | -4.0 | -0.4 | 6.0 | -1.5 |

Record cards, as listed above. Screens in order: H9c2 protect, ABCB6 inh 2, CaV13 FRET inh, MC4R barr agon, Granule exo inh, MC4R antag cAMP, m5-HT2A agonist, PDI inh, ABHD5 PLIN5 PPI, Glyco luc inh
Entry for c1ccc(SCc2nc3ccccc3[nH]2)nc1 = -0.3, 191.0, 0.2, 1.8, 1.6, 2.3, 3.8, -13.5, -5.2, 1.0
Entry for Cc1nc2ccccc2n1CCOc1ccccc1 = -5.4, 104.0, -1.2, -1.8, -1.2, 4.5, -2.7, 1.2, 0.3, -0.4
